Yeast life ext: yeast lifespan extension. S. cerevisiae growth with nicotinamide, OD615; deaD strain in restrictive glucose medium. actives 0.68% (n = 130,000). inhibition of the nicotinamide effect, % at 10 µM;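 active = inhibition above a set limit, placed 3 SD over the median of all compounds, cut at about 26% in these data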;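 note: 0% = nicotinamide-treated wells and 100% = cells grown without nicotinamide; some compounds called inactive have numbers as strong as hits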
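Test system: DeaD-strain S. cerevisiae / Buffer or medium: restrictive glucose medium / Also added: nicotinamide 1.5 mM / Doses: one concentration, 10 µM, DMSO 0.25% / Schedule: 48 h at 30 °C / Signal: OD615 measurement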
GALR2 blocker: GALR2 (human) receptor antagonism; O43603; GALR2-expressing cells, antagonist mode; inhibition, % at 4 µM; actives 0.39% (n = 140,000); in the data active = inhibition above about 27%;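 note: cells stimulated with galanin 1-16 at roughly its EC80; 0% = agonist challenge control and 100% = basal control without agonist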
Target sequence (O43603 whole entry, looked up): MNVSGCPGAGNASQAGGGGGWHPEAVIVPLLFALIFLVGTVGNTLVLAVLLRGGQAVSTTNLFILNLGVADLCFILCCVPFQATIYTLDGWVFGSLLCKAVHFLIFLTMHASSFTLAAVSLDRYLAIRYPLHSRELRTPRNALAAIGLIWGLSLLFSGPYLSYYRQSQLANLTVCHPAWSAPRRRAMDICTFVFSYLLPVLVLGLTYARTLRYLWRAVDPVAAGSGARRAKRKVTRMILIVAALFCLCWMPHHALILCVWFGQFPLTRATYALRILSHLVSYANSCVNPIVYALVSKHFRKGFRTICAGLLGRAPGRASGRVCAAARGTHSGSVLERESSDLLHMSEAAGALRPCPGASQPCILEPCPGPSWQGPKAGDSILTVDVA
Measles CPE: protection of cells from measles virus; Measles virus-infected cells, CPE protection, absorbance; protection (pct of control), % at 4 µM; actives 1.5% (n = 140,000); in the data active = protection mostly above about 24%, no sharp cut-off; inactive = mostly below about 26%; note: some compounds called inactive have numbers as strong as hits
HCT116 bCat-KO: beta-catenin-lacking colon tumor cell growth suppression; viability, % at 10 µM; actives 1.5% (n = 140,000); AID 818; HCT116 beta-catenin knockout viability, CellTiter-Glo, 60 h; stronger effect = lower value;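 active = viability at or under a set limit, the compound median less 4 SD, cut at about 6% in these data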;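 note: 0% = Hyamine 1622 control at 20 µM and 100% = untreated cell control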
E-sel TNF inh: blocks E-selectin expression induced by TNF alpha. HUVEC TNFa-induced E-selectin immunofluorescence, high content. inhibition, % at 2 µM. actives 0.71% (n = 120,000);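 active = inhibition above the batch mean plus 3 SD, and confirmed as a hit on visual image review, cut at about 43% in these data; inconclusive = passes the inhibition cutoff but fails visual image review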;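 note: 0% = TNF-stimulated DMSO wells and 100% = unstimulated control wells; not every result past the cut was called active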
NPY Y2 blocker: blocks the human neuropeptide Y Y2 receptor; P49146; NPY-Y2 expressing cells, antagonist mode; inhibition, % at 2.7 µM; actives 0.99% (n = 140,000); in the data active = inhibition above about 17%;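 note: 0% = vehicle with agonist challenge and 100% = reference antagonist with challenge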
Target sequence (P49146 whole entry, looked up): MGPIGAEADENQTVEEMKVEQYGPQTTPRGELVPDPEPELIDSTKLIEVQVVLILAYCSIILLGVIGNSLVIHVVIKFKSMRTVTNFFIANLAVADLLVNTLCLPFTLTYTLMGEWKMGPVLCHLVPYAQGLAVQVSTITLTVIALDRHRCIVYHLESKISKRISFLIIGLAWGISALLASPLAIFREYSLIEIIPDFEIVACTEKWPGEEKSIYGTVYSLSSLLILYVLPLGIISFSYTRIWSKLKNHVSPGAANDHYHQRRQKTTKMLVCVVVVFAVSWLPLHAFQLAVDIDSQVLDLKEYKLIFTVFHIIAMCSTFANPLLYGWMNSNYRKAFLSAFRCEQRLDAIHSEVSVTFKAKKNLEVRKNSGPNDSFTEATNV
HCT116 PTEN-null: suppresses growth of cells with PTEN deletion; HCT116 PTEN-null viability, CellTiter-Glo, 60 h; stronger effect = lower value; viability, % at 10 µM; actives 1.2% (n = 140,000); AID 827;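 active = viability at or below a set limit, 4 SD under the median of all tested compounds, cut at about 3.7% in these data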;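 note: PTEN knockout HCT116 line with beta catenin targeted HCT116 as companion control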
MRP-1 activ: activators of MRP-1; viability increase, % at 10 µM; H69AR cells + doxorubicin, viability rescue, CellTiter-Glo; actives 0.61% (n = 140,000);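 active = viability gain under doxorubicin at or above a set limit, the compound median plus 3 SD, cut at about 4.7% in these data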;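 note: MRP-1 overexpressing cells given doxorubicin 25 µM after compound pretreatment; 18-22 h compound pretreatment then 72 h with doxorubicin before readout; 0% = doxorubicin-only wells and 100% = vehicle-treated cells without doxorubicin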
Phagocyt inh: inhibitors of macrophage phagocytosis; J774A.1 macrophage IgG-bead phagocytosis, imaging; actives 0.07% (n = 110,000); AID 1029; inhibition, % at 5 µM;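 active = inhibition above the mean of the plate negative controls plus 5 SD, cut at about 13% in these data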;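 note: phagocytic index as fraction of beads internalized from green versus red external bead signal; plate controls were DMSO negative control for no effect and cytochalasin-D positive control for full effect; some results beyond the cut were filed as inactive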
BB579 growth dn: yeast BB579 growth reduction in restrictive medium | S. cerevisiae BB579 growth, OD615, 48 h | inhibition, % at 10 µM | actives 0.51% (n = 140,000);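 active = inhibition above a set limit, 3 SD over the mean compound inhibition, cut at about 44% in these data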; note: inactives centre near -24
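test system = yeast BB579 (DeaD) | buffer or medium = restrictive CSMM-D medium | doses = single compound dose of 10 µM, 0.25% DMSO final | times = 4 h preincubation and 48 h exposure at 30 °C | technique = culture absorbance at 615 nm | benchmarks = amphotericin B 10 µg/mL, positive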
Starred values were filed as active, the others as inactive; u = inconclusive; x = no result given.

SMILES | Yeast life ext | GALR2 blocker | Measles CPE | HCT116 bCat-KO | E-sel TNF inh | NPY Y2 blocker | HCT116 PTEN-null | MRP-1 activ | Phagocyt inh | BB579 growth dn
O=C(Nc1nnc(-c2ccc(Cl)cc2)o1)C1=COCCO1 | -5 | 4 | 5 | 85 | x | 5 | 91 | -3.6 | x | -22
Clc1cccc(CN2COc3c(cc(Cl)c4cccnc34)C2)c1 | -12 | -2 | 3 | 3.7* | 8 | -1 | 3.8* | -5.2 | -3 | 99*
O=C(NC1CCCCC1)C(c1ccc(Cl)cc1)N(C(=O)c1cnccn1)c1ccc2c(c1)OCO2 (stereo not given) | 2 | -12 | 6 | 79 | 14 | 10 | 89 | -1.4 | x | -45
CCOC(=O)N1CCN(C(=O)CS(=O)(=O)Cc2nc(-c3ccccc3C)oc2C)CC1 | 1 | 1 | 12 | 93 | x | 2 | 86 | -3.0 | x | -24
O=C(Nc1ccc(F)cc1)N(CCCN1CCOCC1)Cc1cc2cc3c(cc2[nH]c1=O)OCCO3 | -17 | -22 | 16 | 62 | x | 1 | 66 | -5.3 | 0 | -16
Cc1cc(C)n2cc(CSCc3ccccc3)nc2n1 | 5 | -16 | 8 | 102 | 38 | 1 | 99 | -2.2 | -10 | -51
O=C(COC(=O)C1CCN(C(=O)c2ccc(Cl)cc2)CC1)c1ccco1 | -4 | -1 | 4 | 108 | -4 | 0 | 115 | 0.4 | -1 | -37
Cc1nc2ccccc2c2oc(C(=O)NCCN3CCN(C)CC3)cc12 | -16 | 4 | 1 | 78 | x | 3 | 77 | -0.2 | 0 | -18
COc1ccc(-c2noc(CCCc3ccccc3)n2)cc1OC | -17 | 0 | 7 | 96 | x | 10 | 96 | 0.6 | -1 | -19
CCC(C)(C)N1CC(=O)N(Cc2ccccc2)C(c2ccc(OC)cc2)C1=O (stereo not given) | -3 | 12 | 8 | 94 | x | -1 | 104 | -0.2 | 1 | -42
CCOC(=O)Cc1csc(NC(=S)NC(=O)CC(C)C)n1 | -6 | 5 | 13 | 79 | x | 3 | 83 | -1.1 | -3 | -73
CC(=O)Oc1ccc(N(C(C)=O)S(=O)(=O)c2cc([N+](=O)[O-])ccc2C)cc1 | 3 | 2 | 7 | 93 | -1 | 4 | 86 | -3.0 | x | -28
Cc1ccc2nnc(Cl)n2n1 | -18 | 3 | 11 | 94 | -26 | 2 | 101 | -2.8 | 0 | -7
CCn1c(SCC(=O)Nc2nc3c(s2)CCCC3)nnc1-c1ccccc1 | -14 | 1 | 18 | 63 | x | 2 | 79 | -1.5 | 0 | -17
O=C(Nc1nc2ccccc2s1)c1cc2c(s1)-c1ccccc1OC2 | -8 | -4 | 7 | 61 | 13 | 3 | 48 | -4.7 | -1 | -42
CC(=O)c1c(C)nc2ccccc2c1N | 0 | -4 | 26 | 48 | -28 | 2 | 26 | -3.7 | -3 | -19
O=C(Cn1cccc1C(=O)c1ccccc1)NCCN1CCOCC1 | -5 | 3 | 4 | 87 | -1 | 0 | 88 | -1.0 | x | -27
COC(=O)C1=C(O)/C(=C\c2ccc(O)c(OC)c2)N=C1C | -8 | 4 | 7 | 107 | 6 | 2 | 109 | -0.1 | -3 | -42
O=C(COc1ccc(S(=O)(=O)N2CCCCC2)cc1)NCc1cccnc1 | 12 | -3 | 7 | 115 | 20 | -1 | 98 | -0.3 | 0 | 35
CCC1CCCCN1C(=O)CSc1nc2c([nH]c3ccccc32)c(=O)n1C (stereo not given) | x | -2 | 15 | 88 | -13 | 4 | 76 | -3.7 | x | -45
COc1ccc(COc2ccsc2C(=O)Nc2ccc(Cl)cc2)cc1 | -3 | 52* | 3 | 93 | 13 | 13 | 90 | 1.0 | 0 | -61
Cc1cccc(OCC(=O)N(Cc2cccs2)C2CCS(=O)(=O)C2)c1C (stereo not given) | -19 | 0 | 2 | 83 | -6 | 1 | 89 | -2.6 | 0 | -35
CSc1cccc(NS(=O)(=O)c2ccccc2)c1 | -4 | 10 | 5 | 99 | -4 | 4 | 102 | 0.6 | -1 | 5
CCOC(=O)c1ccc(NC(=O)COc2ccc(S(=O)(=O)NC(C)C)cc2)cc1 | -13 | 2 | 14 | 97 | -6 | 0 | 98 | 0.0 | -1 | -73
COc1cc(C(=O)N2CCN(S(=O)(=O)c3ccc(F)cc3)CC2)cc(OC)c1OC | -3 | -17 | 15 | 96 | 14 | 1 | 100 | -0.3 | -1 | -62
SMILES | Yeast life ext | GALR2 blocker | Measles CPE | HCT116 bCat-KO | E-sel TNF inh | NPY Y2 blocker | HCT116 PTEN-null | MRP-1 activ | Phagocyt inh | BB579 growth dn
Cc1cc(C)c(NC(=O)c2cnn(C)c2)c(C)c1 | 2 | -10 | 3 | 102 | -4 | 1 | 89 | -1.3 | 0 | -30
Cc1ccc(CSc2nc3ccsc3c(=O)n2Cc2ccccn2)cc1 | 1 | -6 | 6 | 93 | x | 6 | 85 | -0.8 | -3 | -24
O=C(NC(Nc1nc2ccc([N+](=O)[O-])cc2s1)(C(F)(F)F)C(F)(F)F)c1ccccc1 | -16 | 89* | 11 | 1.3* | -5 | 30* | 1.5* | -3.0 | 0 | 77*
Cc1cc(C(F)(F)F)nn1CC(=O)NNC(=S)Nc1ccc(F)cc1 | 7 | -1 | 4 | 102 | -22 | -2 | 102 | -1.1 | 0 | -4
COc1ccccc1Nc1nc(-c2cccc(N3C(=O)c4ccccc4C3=O)c2)cs1 | 2 | 2 | 2 | 91 | x | -1 | 96 | -0.9 | x | -55
CC12CCC(C(=O)N(NC(=O)c3cccnc3)C1=O)C2(C)C (stereo not given) | 2 | 1 | 16 | 87 | x | 1 | 91 | -1.0 | -5 | -2
Cn1c(=O)[nH]c(=O)c2c1nc(NCCCO)n2Cc1ccc(F)cc1 | -9 | 7 | 7 | 102 | 3 | 1 | 99 | 0.8 | 1 | -22
Cc1ccccc1CCN(C(=O)CN1C(=O)c2ccccc2S1(=O)=O)C(C(=O)NCC1CCCO1)c1ccncc1 (stereo not given) | 7 | 1 | 20 | 98 | -17 | 0 | 94 | -0.8 | -8 | -9
Cc1ccc(-c2nn(C)c(=O)c3ccccc23)cc1CO | -7 | 4 | 7 | 93 | -56 | 1 | 99 | -3.5 | x | -28
CC[C@H]1OC(=O)[C@H](C)[C@@H](O[C@H]2C[C@@](C)(OC)[C@@H](O)[C@H](C)O2)[C@H](C)[C@@H](O[C@@H]2O[C@H](C)C[C@H](N(C)C)[C@H]2O)[C@](C)(O)C[C@@H](C)[C@@H]2N[C@@H](COCCOC)O[C@H]([C@H]2C)[C@]1(C)O | 0 | 8 | 28 | 99 | x | 1 | 97 | -1.5 | x | -3
COc1ccc(C(C(=O)NC(C)(C)C)N(C(=O)CNC(=O)c2cccs2)c2ccc(C)cc2)cc1OC (stereo not given) | -14 | -1 | 15 | 91 | 3 | 0 | 94 | -1.2 | x | -15
O=C(NCCn1ccc2ccccc21)c1ccc2c(c1)OCO2 | -14 | 14 | 7 | 81 | -34 | 1 | 90 | 0.1 | 0 | 23
Cc1csc2nc(CCNS(=O)(=O)c3ccc4c(c3)OCCO4)cn12 | -6 | -9 | 22 | 95 | x | 3 | 91 | -1.8 | -1 | -25
CCOC(=O)C1=C(C)NC(C)=C(C(=O)OCC)C1C(=O)OCC(=O)c1ccc2c(c1)OCCO2 | -14 | -10 | 21 | 79 | 9 | 4 | 74 | -0.2 | 0 | -2
Cc1nn(-c2ccccc2)c(N)c1C1(O)C(=O)N(C)c2ccccc21 (stereo not given) | 3 | 6 | 23 | 88 | -11 | 8 | 92 | -2.8 | -1 | -50
Cn1c(=O)cc(OCC(=O)N2CCN(c3cccc(C(F)(F)F)c3)CC2)c2ccccc21 | x | -6 | 8 | 103 | -24 | 4 | 89 | -1.1 | x | -19
CCS(=O)(=O)NCCc1cc2c(OC)ccc(OC)c2[nH]c1=O | 2 | -2 | 9 | 92 | 4 | 0 | 96 | -2.3 | x | -32
Cc1ccc(C(=O)CN(C(=O)c2ccc(Cl)cc2)N2C(=O)c3ccccc3C2=O)cc1 | -17 | -8 | 26 | 76 | 15 | 6 | 89 | -1.6 | 0 | -43
Cc1ccc2cc(CCNC(=O)c3c(-c4ccccc4Cl)noc3C)c(=O)[nH]c2c1 | -4 | -6 | 0 | 84 | 15 | 4 | 96 | -3.2 | 0 | 0
O=C(CCCn1c(SCC(=O)c2ccc(O)c(O)c2)nc2ccccc2c1=O)NCC1CCCO1 (stereo not given) | -12 | 3 | 3 | 60 | x | 0 | 62 | 0.0 | 2 | -29
Cc1nc(NC(=O)c2cccnc2)ccc1Br | -15 | -3 | 3 | 94 | -9 | 0 | 98 | -1.0 | 0 | -46
CC(=O)c1ccc(-n2nncc2C)cc1 | -19 | -3 | 6 | 103 | 38 | -1 | 98 | -1.6 | 0 | -29
COc1cc(OC)cc(C(=O)OCn2nnc3ccccc3c2=O)c1 | -11 | -3 | 4 | 97 | -15 | 1 | 94 | 0.3 | 0 | -4
COc1ccc2c(c1)c1ncn(CCCN3CCOCC3)c(=O)c1n2C | 4 | -3 | 19 | 88 | u | 5 | 90 | -3.8 | -1 | -16
O=C(CCCN1C(=O)c2ccccc2C1=O)N1CCc2ccccc2C1 | -4 | 1 | 32 | 91 | -14 | 10 | 97 | -2.7 | -1 | -20
SMILES | Yeast life ext | GALR2 blocker | Measles CPE | HCT116 bCat-KO | E-sel TNF inh | NPY Y2 blocker | HCT116 PTEN-null | MRP-1 activ | Phagocyt inh | BB579 growth dn
N#CC1C(C#N)N2CCCN2C1c1ccc(Cl)cc1 (stereo not given) | x | 1 | 6 | 83 | -4 | 0 | 93 | -2.5 | x | -16
O=C(NC1CCCc2ccccc21)c1cccc(S(=O)(=O)N2CCN(c3ccccc3)CC2)c1 (stereo not given) | 6 | 2 | 15 | 77 | -1 | 5 | 84 | -0.9 | 2 | -57
CCCn1c(SCc2cc(=O)oc3ccc4ccccc4c23)n[nH]c1=O | -23 | 9 | 21 | 87 | -22 | 10 | 95 | -4.7 | -1 | -9
O=C(CCc1nc(-c2ccccc2F)no1)NC1CCCCCC1 | -10 | -12 | 16 | 91 | 14 | 8 | 86 | -2.1 | 0 | -10
COc1ccc(NC(=S)NCc2ccco2)c(OC)c1 | -6 | -3 | 3 | 93 | -4 | -1 | x | -1.1 | 5 | -37
CCCCN1C(=O)c2ccc(C(=O)Nc3c(N)n(CCCC)c(=O)n(C)c3=O)cc2C1=O | -11 | 10 | 33 | 97 | -2 | -1 | 105 | -0.3 | x | -35
Cc1ccccc1Oc1ncccc1C(=O)/C(C#N)=C/N(C)C | -9 | -14 | 7 | 77 | -15 | 2 | 85 | -2.0 | 0 | -35
CCC(=O)N1Cc2ccccc2-c2ccccc2C1=O | -15 | 16 | 6 | 101 | 13 | 3 | 108 | -0.7 | -2 | -52
Cc1c(O)c(CN2CCCC2)cc2c3c(c(=O)oc12)CCC3 | 22 | -6 | 13 | 87 | 3 | 1 | 102 | -1.0 | -1 | -63
